SMARCA2 act – SMARCA2 (BRM) function activators, primary screen, cell-based, luminescence, high throughput | MG213 cells, MMTV-luciferase reporter, dexamethasone, overnight | activation, % at 9.1 µM | 370,000 tested, 1% active; in the data active = activation above about 7.8%;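 note: 0% = vehicle wells and 100% = reference activator wells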
rCAG RNA binder – binders of r(CAG) RNA repeats, primary screen, biochemical, fluorescence. r(CAG) RNA repeat, TO-PRO-1 dye displacement fluorescence. inhibition, % at 3 µM. 370,000 tested, 1.3% active;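 active = inhibition above the plate cutoff, the mean of all test compounds on that plate plus 3 SD, cut at about 35% in these data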;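 note: 0% = DMSO alone and 100% = 100 µM mitoxantrone as full dye displacement; higher means more dye released from RNA so lower well fluorescence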
PG9 binder – binders of HIV-1 gp120 antibody PG9, primary screen, biochemical, TR-FRET. HIV-1 gp120 / PG9 antibody interaction. TR-FRET gp120-PG9 antibody binding. inhibition, % at 6.7 µM. 360,000 tested, 0.43% active. AID 624416, 2012; in the data active = inhibition above about 8.5%
HTRA1 inh – HTRA1 serine protease inhibitors, primary screen, biochemical, fluorescence polarization, HTS. recombinant HTRA1, FP-rhodamine activity-based probe. inhibition, % at 5.96 µM. 340,000 tested, 0.5% active. AID 504803, 2011; in the data active = inhibition above about 36%;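 note: 0% = enzyme with DMSO and 100% = wells lacking enzyme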
ASAP1 inh – inhibitors of human ASAP1 ArfGAP activity, primary screen, biochemical, fluorescence polarization; Arf-GAP with SH3 domain, ANK repeat and PH domain-containing protein 1 (Homo sapiens), …; ASAP1-stimulated ARF1 GTP hydrolysis, GDP FP detection; inhibition, % at 16.5 µM; 360,000 tested, 0.19% active; AID 624377, 2012; in the data active = inhibition above about 25%;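 note: 0% = vehicle with enzyme and substrate and 100% = no enzyme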
Rev-erbA mod – modulators of Rev-erb alpha DNA binding, primary screen, biochemical, FITC-DNA, fluorescence polarization, uHTS; Nuclear receptor subfamily 1 group D member 1 (Homo sapiens), P20393; Rev-erbα–FITC-DNA binding, 90 min; activity, % at 10 µM; 370,000 tested, 0.79% active; AID 1259318, 2017;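 active = activity above about 14%, limit read from the data; passing the limit was not always enough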;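 note: 0% = DMSO wells with 35 nM protein and 100% = DMSO wells with 750 nM protein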
ABHD4 inh – ABHD4 inhibitors, primary screen, biochemical, fluorescence polarization, mouse; (Lyso)-N-acylphosphatidylethanolamine lipase (Mus musculus), Q8VD66; purified mABHD4, FP-Rh probe fluorescence polarization; inhibition, % at 8.92 µM; 370,000 tested, 0.54% active; AID 720543, 2013;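 active = inhibition exceeding the mean over every tested compound plus 3 SD, cut at about 30% in these data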;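 note: 0% = plate median of compound wells and 100% = S159A mutant with DMSO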
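Assay system: Wild-type mouse ABHD4 protein | Medium: HEPES pH 7.0 buffer, 150 mM NaCl, 0.01% Pluronic F-127 | Incubation: Enzyme–compound pre-incubation 45 min, then probe 60 min, both 25 °C | Technique: Fluorescence polarization with parallel and perpendicular emission, 525/598 nm | Evaluation: % inhibition of FP-Rh probe binding versus controls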
NPR1 activator – GC-A stimulated cGMP production enhancers – HEK293 GC-A cells, cGMP TR-FRET, EC30 ANP, primary screen; 370,000 tested, 0.14% active; activation, % at 10 µM; 0% at EC30 ANP, 100% saturating ANP; Atrial natriuretic peptide receptor 1 (Homo sapiens), P16066; AID 1671463, 2021; in the data active = activation above about 40%
Target sequence (P16066 whole entry, looked up): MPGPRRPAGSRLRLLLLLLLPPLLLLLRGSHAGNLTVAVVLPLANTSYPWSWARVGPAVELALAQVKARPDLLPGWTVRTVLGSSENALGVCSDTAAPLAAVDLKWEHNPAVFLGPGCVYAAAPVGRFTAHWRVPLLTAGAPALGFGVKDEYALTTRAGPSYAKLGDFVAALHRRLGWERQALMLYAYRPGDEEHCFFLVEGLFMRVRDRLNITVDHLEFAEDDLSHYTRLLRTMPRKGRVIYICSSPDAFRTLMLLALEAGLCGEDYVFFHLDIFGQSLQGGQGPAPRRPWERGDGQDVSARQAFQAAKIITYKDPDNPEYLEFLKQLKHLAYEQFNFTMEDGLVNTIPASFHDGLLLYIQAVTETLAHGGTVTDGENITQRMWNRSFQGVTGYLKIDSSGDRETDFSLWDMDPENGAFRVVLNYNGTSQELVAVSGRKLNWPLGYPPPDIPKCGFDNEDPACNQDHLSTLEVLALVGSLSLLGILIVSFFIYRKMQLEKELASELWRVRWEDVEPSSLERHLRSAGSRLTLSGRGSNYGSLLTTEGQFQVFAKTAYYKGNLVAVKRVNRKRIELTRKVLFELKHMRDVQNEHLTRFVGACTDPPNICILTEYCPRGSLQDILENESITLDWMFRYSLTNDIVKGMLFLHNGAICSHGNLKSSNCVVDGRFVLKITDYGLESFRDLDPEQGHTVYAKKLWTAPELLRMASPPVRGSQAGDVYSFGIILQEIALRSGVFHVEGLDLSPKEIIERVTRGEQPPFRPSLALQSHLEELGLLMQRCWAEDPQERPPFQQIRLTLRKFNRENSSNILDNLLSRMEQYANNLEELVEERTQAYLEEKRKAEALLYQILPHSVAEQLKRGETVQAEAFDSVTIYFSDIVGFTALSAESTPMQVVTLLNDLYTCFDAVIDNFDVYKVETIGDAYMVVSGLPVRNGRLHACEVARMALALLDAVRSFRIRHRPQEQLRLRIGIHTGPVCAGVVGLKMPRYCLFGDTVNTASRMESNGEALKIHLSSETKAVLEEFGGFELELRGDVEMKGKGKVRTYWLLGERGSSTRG
ARFGAP1 inhibitor – inhibitors of rat ARFGAP1 GAP activity, primary screen, biochemical, fluorescence polarization, GDP tracer; ADP-ribosylation factor GTPase-activating protein 1 (Rattus norvegicus), Q62848; Arfgap1-stimulated ARF1 GTP hydrolysis, GDP FP detection; inhibition, % at 16.5 µM; 360,000 tested, 0.26% active; AID 651572, 2012;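 active = inhibition above a per-plate limit, mean inhibition of low control wells plus 3 SD, cut at about 25% in these data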;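 note: 0% = DMSO wells with enzyme and 100% = wells lacking Arfgap1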
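Material: truncated rat Arfgap1 GAP domain; Incubation: compound-enzyme preincubation 20 min, reaction 120 min, detection 60 min, 25 °C; Read-out: percent inhibition of Arfgap1-stimulated GTP hydrolysis; Technique: FP, GDP Alexa 633 tracer displaced from anti-GDP antibody, 620/688 nm; Controls: No-Arfgap1 wells (100%) versus DMSO full-reaction wells (0%); Replication: single well per compound.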
GC-B act – human GC-B receptor activators, primary screen, HEK293 GC-B cells, cGMP TR-FRET, EC30 CNP. Atrial natriuretic peptide receptor 2 (Homo sapiens), P20594. 0% at EC30 CNP, 100% saturating CNP. activation, % at 10 µM. 370,000 tested, 0.11% active. AID 1920062, 2024;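 active = activation at 10 µM reaching about 35% in either raw or pattern-adjusted values, limit read from the data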
* hit, by the source's call.

O=C(CC1C(=O)NCCN1CCCc1ccccc1)NCCc1ccccc1F (stereo unspecified) was read as SMARCA2 act -3.8, rCAG RNA binder -0.8, PG9 binder -0.3, HTRA1 inh -13.0, ASAP1 inh -0.2, Rev-erbA mod -4.6, ABHD4 inh 0.1, NPR1 activator 2.2, ARFGAP1 inhibitor -16.3 and GC-B act 1.2.
Screening CN1CCN(C(=O)c2cc(C(C)(C)C)cc(C(C)(C)C)c2)CC1 returned SMARCA2 act -2.9, rCAG RNA binder -0.5, PG9 binder -4.3, HTRA1 inh -4.4, ASAP1 inh -12.2, Rev-erbA mod 1.0, ABHD4 inh 2.7, NPR1 activator 2.6, ARFGAP1 inhibitor -2.0 and GC-B act 12.3.
For Nc1ccccc1SC1CC(=O)N(c2ccc(Cl)c(Cl)c2)C1=O (stereo unspecified) the results were SMARCA2 act -2.1, rCAG RNA binder 5.0, PG9 binder -1.5, HTRA1 inh -22.8, ASAP1 inh 12.1, Rev-erbA mod 0.2, ABHD4 inh -9.4, NPR1 activator -7.8, ARFGAP1 inhibitor 18.4 and GC-B act -5.0.
Screening CC(NS(=O)(=O)c1ccc(Cl)cc1)C(=O)NCc1ccco1 (stereo unspecified) returned SMARCA2 act -1.0, rCAG RNA binder 11.0, PG9 binder -0.6, HTRA1 inh 4.2, ASAP1 inh -5.9, Rev-erbA mod -5.2, ABHD4 inh -4.2, NPR1 activator -0.6, ARFGAP1 inhibitor 8.3 and GC-B act -0.3.
Screening COc1cccc(CNS(=O)(=O)c2cc(Br)ccc2Br)c1OC returned SMARCA2 act -2.2, rCAG RNA binder 2.7, PG9 binder -0.5, ASAP1 inh 1.6, Rev-erbA mod 1.4, ABHD4 inh -10.3, NPR1 activator -0.2, ARFGAP1 inhibitor -2.3 and GC-B act -6.3.
For COc1ccc(-c2[nH]ncc2/C=C(/C#N)C(=O)NC2CCCCC2)cc1 the results were SMARCA2 act -2.1, rCAG RNA binder -1.7, PG9 binder -0.2, HTRA1 inh -30.7, ASAP1 inh 7.0, Rev-erbA mod -3.2, ABHD4 inh -7.7, NPR1 activator -2.3, ARFGAP1 inhibitor 16.6 and GC-B act 1.1.
For Cc1nccc(-c2cccc(NC(=O)c3ccccc3Cl)c2)n1 the results were SMARCA2 act -3.9, rCAG RNA binder -0.4, PG9 binder 4.0, HTRA1 inh 0.9, ASAP1 inh -5.6, Rev-erbA mod 1.3, ABHD4 inh -10.9, NPR1 activator 3.7, ARFGAP1 inhibitor -4.3 and GC-B act -5.0.
`Cc1sc(NC(=O)CSc2nc(N)cc(N)n2)c(C#N)c1C` gave SMARCA2 act -2.6, rCAG RNA binder 6.7, PG9 binder 0.5, HTRA1 inh -3.7, ASAP1 inh 13.1, Rev-erbA mod 3.5, ABHD4 inh -2.5, NPR1 activator 9.5, ARFGAP1 inhibitor 14.0 and GC-B act 6.8.
`N#CC(Cc1cccc(CC(C#N)(c2ccccc2)c2ccccc2)c1)(c1ccccc1)c1ccccc1` gave SMARCA2 act 0.6, rCAG RNA binder 12.6, PG9 binder -1.4, HTRA1 inh -12.1, ASAP1 inh 4.8, Rev-erbA mod -4.1, ABHD4 inh -1.4, NPR1 activator -1.4, ARFGAP1 inhibitor 4.2 and GC-B act 2.5.
`CC12CC(NC(=O)N1c1cccc(C(=O)Nc3ncn[nH]3)c1)c1ccccc1O2` (stereo unspecified) gave SMARCA2 act -0.4, rCAG RNA binder -2.9, PG9 binder -2.1, HTRA1 inh -4.4, ASAP1 inh 7.6, Rev-erbA mod -2.5, ABHD4 inh 8.0, NPR1 activator -1.6, ARFGAP1 inhibitor -7.0 and GC-B act 4.4.
For CCc1nc(SCC(=O)Nc2ccccc2OC)c2c(C)c(C)sc2n1 the results were SMARCA2 act -2.4, rCAG RNA binder 1.6, PG9 binder 0.6, HTRA1 inh -44.3, ASAP1 inh 0.1, Rev-erbA mod 1.0, ABHD4 inh -2.9, NPR1 activator -1.9, ARFGAP1 inhibitor -10.9 and GC-B act -4.6.
`C=CCNC(=S)NNC(=O)c1cccn(Cc2ccc(Cl)c(Cl)c2)c1=O` gave SMARCA2 act -1.0, rCAG RNA binder 8.1, PG9 binder -1.3, HTRA1 inh 5.9, ASAP1 inh -10.7, Rev-erbA mod -1.9, ABHD4 inh 14.7, NPR1 activator -6.7, ARFGAP1 inhibitor 2.7 and GC-B act 2.8.
Screening O=C(COC(=O)c1ccccc1Cc1ccccc1)NC1CCS(=O)(=O)C1 (stereo unspecified) returned SMARCA2 act -0.3, rCAG RNA binder -3.2, PG9 binder -0.1, HTRA1 inh 4.1, ASAP1 inh -13.6, Rev-erbA mod 4.9, ABHD4 inh 5.5, NPR1 activator -0.1, ARFGAP1 inhibitor 1.6 and GC-B act -2.7.
`CC(C[N+](C)(C)C)OC(=O)C1(c2ccccc2)CCCC1` (stereo unspecified) gave SMARCA2 act -4.0, rCAG RNA binder -2.7, PG9 binder -1.4, HTRA1 inh 7.9, ASAP1 inh 5.5, Rev-erbA mod 6.2, ABHD4 inh 2.2, NPR1 activator -1.4, ARFGAP1 inhibitor 2.2 and GC-B act 2.6.
For O=C(c1ccc(Cl)cc1Cl)N1CCN(c2ccccn2)CC1 the results were SMARCA2 act 0.9, rCAG RNA binder -5.0, PG9 binder -1.6, HTRA1 inh 0.7, ASAP1 inh -0.2, Rev-erbA mod -0.2, ABHD4 inh 0.0, NPR1 activator -4.9, ARFGAP1 inhibitor -2.9 and GC-B act 1.1.
`COc1ccc(C(=O)N2CCC[C@H]2C(=O)N2CCC[C@@H]2C(=O)NCc2ccccc2)cc1F` gave SMARCA2 act -2.0, rCAG RNA binder 0.3, PG9 binder -2.0, ASAP1 inh -2.7, Rev-erbA mod -5.2, ABHD4 inh 0.5, NPR1 activator 0.4, ARFGAP1 inhibitor 6.8 and GC-B act 4.8.
`COc1ccc(/C(C)=N/NC(=O)CNC(=O)/C=C\c2ccccc2OC)c(OC)c1` gave SMARCA2 act -2.0, rCAG RNA binder -2.2, PG9 binder -2.0, HTRA1 inh -2.6, ASAP1 inh -1.1, Rev-erbA mod 0.8, ABHD4 inh 0.6, NPR1 activator -3.8, ARFGAP1 inhibitor 4.4 and GC-B act 2.7.
COc1ccc(OC)c(S(=O)(=O)N/N=C\c2c[nH]c3ccccc23)c1 was read as SMARCA2 act -1.1, rCAG RNA binder 9.7, PG9 binder -3.4, HTRA1 inh 5.5, ASAP1 inh 3.6, Rev-erbA mod 2.5, ABHD4 inh 7.2, NPR1 activator -0.2, ARFGAP1 inhibitor 11.4 and GC-B act -6.3.
`Cc1ccc(C2(C)NC(=O)N(CC(=O)NCc3cccc(Cl)c3)C2=O)cc1` (stereo unspecified) gave SMARCA2 act -2.2, rCAG RNA binder 6.5, PG9 binder -1.4, HTRA1 inh 1.4, ASAP1 inh -7.7, Rev-erbA mod 1.7, ABHD4 inh -1.0, NPR1 activator 2.8, ARFGAP1 inhibitor 0.2 and GC-B act 0.1.
For CCOC(=O)N1CCN(S(=O)(=O)c2cc(Br)cnc2N)CC1 the results were SMARCA2 act 0.1, rCAG RNA binder 0.8, PG9 binder 1.3, HTRA1 inh 1.3, ASAP1 inh -1.4, Rev-erbA mod -1.6, ABHD4 inh -0.8, NPR1 activator 7.9, ARFGAP1 inhibitor 2.8 and GC-B act 3.6.
CN1CCN(NC(=S)Nc2ccc(OC(F)F)cc2)CC1 was read as SMARCA2 act -0.8, rCAG RNA binder -5.4, PG9 binder 0.9, HTRA1 inh -8.7, ASAP1 inh 4.7, Rev-erbA mod 4.4, ABHD4 inh -2.6, NPR1 activator -1.4, ARFGAP1 inhibitor -0.7 and GC-B act 1.5.
CN1C(=O)/C(=C/c2cc3c(cc2Br)OCO3)NC1=S was read as SMARCA2 act -1.8, rCAG RNA binder 2.1, PG9 binder -2.4, HTRA1 inh 4.8, ASAP1 inh -5.9, Rev-erbA mod 7.2, ABHD4 inh -3.8, NPR1 activator 5.8, ARFGAP1 inhibitor 1.3 and GC-B act 0.9.
Screening CCOC(=O)/C=C1\SCC(=O)N1Cc1nnc(-c2ccccc2Br)o1 returned SMARCA2 act 0.2, rCAG RNA binder 6.5, PG9 binder -1.6, HTRA1 inh -11.2, ASAP1 inh 8.3, Rev-erbA mod 1.7, ABHD4 inh -11.7, NPR1 activator -0.4, ARFGAP1 inhibitor 0.2 and GC-B act -5.9.
Screening O=C(Oc1oc(-c2ccco2)nc1C=Nc1ccccc1)c1ccoc1 returned SMARCA2 act 1.1, rCAG RNA binder 1.4, PG9 binder -2.0, HTRA1 inh 1.8, ASAP1 inh -10.4, Rev-erbA mod -0.3, ABHD4 inh 4.5, NPR1 activator 19.3, ARFGAP1 inhibitor -3.0 and GC-B act -5.5.
For NC(=O)NC(Cc1ccccc1)C(=O)O (stereo unspecified) the results were SMARCA2 act -4.5, rCAG RNA binder 2.5, PG9 binder 1.0, HTRA1 inh -0.5, ASAP1 inh -10.8, Rev-erbA mod 8.6, ABHD4 inh 1.0, NPR1 activator 6.1, ARFGAP1 inhibitor 3.5 and GC-B act 2.9.
CCC(=O)Nc1ccc(S(=O)(=O)Nc2cccc(C)c2)cc1OC was read as SMARCA2 act -2.2, rCAG RNA binder 2.0, PG9 binder -0.4, HTRA1 inh 1.6, ASAP1 inh -17.2, Rev-erbA mod 0.9, ABHD4 inh 2.7, NPR1 activator -3.2, ARFGAP1 inhibitor -4.1 and GC-B act -2.6.
O=C(Nc1ccc(NC(=O)c2ccc(Cl)c(S(=O)(=O)N3CCOCC3)c2)cc1)c1ccccc1 was read as SMARCA2 act -3.3, rCAG RNA binder -1.4, PG9 binder -1.2, HTRA1 inh -1.5, ASAP1 inh 11.1, Rev-erbA mod -2.3, ABHD4 inh 0.1, NPR1 activator 2.5, ARFGAP1 inhibitor 6.1 and GC-B act 6.9.
For COc1ccc(OC)c(S(=O)(=O)NCc2cc(-c3ccccc3)no2)c1 the results were SMARCA2 act -0.3, rCAG RNA binder -2.5, PG9 binder -0.6, HTRA1 inh -0.3, ASAP1 inh -5.0, Rev-erbA mod 6.6, ABHD4 inh -5.4, NPR1 activator -1.2, ARFGAP1 inhibitor 3.7 and GC-B act 1.8.
